Assay outcomes deposited in PubChem by The Scripps Research Institute Molecular Screening Center.
FBW7 activator – FBW7 E3 ligase activators, primary screen, biochemical, AlphaScreen, human; AlphaScreen FBW7–phospho-cyclin E peptide binding, activator screen; normalized activity (activation), % at 26.1 µM; 0.13% of 650,000 active; F-box/WD repeat-containing protein 7 (Homo sapiens), Q969H0; in the data active = normalized activity above about 1.9%;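 also: purified mutant Fbw7 with reduced substrate affinity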
GPR151 activ – activators of human GPR151, primary screen, cell-based, PathHunter beta-arrestin, luminescence | G-protein coupled receptor 151 (Homo sapiens), Q8TDV0 | PathHunter beta-arrestin GPR151 cells | activation, % at 11.2 µM | 1% of 650,000 active | AID 1508602, 2020; in the data active = activation above about 4.9%;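 also: 0% = median of compound wells and 100% = cells with positive control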
Target sequence (Q8TDV0 whole entry, looked up): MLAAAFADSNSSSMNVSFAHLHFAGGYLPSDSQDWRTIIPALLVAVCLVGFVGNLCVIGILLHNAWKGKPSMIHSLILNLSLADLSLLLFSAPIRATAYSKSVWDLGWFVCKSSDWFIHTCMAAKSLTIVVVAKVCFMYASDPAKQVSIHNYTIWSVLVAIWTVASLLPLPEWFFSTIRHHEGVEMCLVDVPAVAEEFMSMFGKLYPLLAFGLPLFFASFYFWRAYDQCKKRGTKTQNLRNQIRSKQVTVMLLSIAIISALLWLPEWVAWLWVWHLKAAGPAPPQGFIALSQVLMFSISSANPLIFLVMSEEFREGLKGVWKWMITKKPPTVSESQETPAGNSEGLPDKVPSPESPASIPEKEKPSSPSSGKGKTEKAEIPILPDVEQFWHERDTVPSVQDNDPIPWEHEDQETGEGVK
MITF primary – MITF inhibitors, primary screen, biochemical, AlphaScreen, human; 0.91% of 650,000 active; inhibition, % at 2.6 µM; AID 1259374, 2018; AlphaScreen MITF homodimerization, bead proximity signal; Microphthalmia-associated transcription factor (Homo sapiens), O75030; in the data active = inhibition above about 50%;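 also: 0% = vehicle wells with protein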
Target sequence (O75030 whole entry, looked up): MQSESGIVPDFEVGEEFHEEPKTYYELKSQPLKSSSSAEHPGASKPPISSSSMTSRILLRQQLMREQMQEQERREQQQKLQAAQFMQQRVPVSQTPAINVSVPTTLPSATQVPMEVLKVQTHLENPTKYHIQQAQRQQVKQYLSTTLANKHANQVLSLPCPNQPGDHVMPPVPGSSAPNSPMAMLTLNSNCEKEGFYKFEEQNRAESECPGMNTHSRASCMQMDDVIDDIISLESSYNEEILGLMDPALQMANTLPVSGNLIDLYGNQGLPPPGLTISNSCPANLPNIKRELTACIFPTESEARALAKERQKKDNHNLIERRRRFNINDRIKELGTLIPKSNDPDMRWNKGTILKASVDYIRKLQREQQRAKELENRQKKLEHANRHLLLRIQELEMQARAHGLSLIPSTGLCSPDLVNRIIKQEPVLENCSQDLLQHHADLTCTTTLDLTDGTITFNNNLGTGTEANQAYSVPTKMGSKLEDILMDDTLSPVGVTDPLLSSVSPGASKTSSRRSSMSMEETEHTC
TEAD-YAP inh – TEAD-YAP interaction inhibition, primary screen, TEAD-YAP interaction inhibitor project, luminescence, HEK-TIYL cells; TEAD-Gal4/YAP UAS-luciferase luminescence; inhibition, % at 9.12 µM; 1.4% of 640,000 active; AID 1259422, 2018; in the data active = inhibition above about 32%;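 also: 0% = median of test compound wells and 100% = reference inhibitor wells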
Numbers without * were called inactive.

Fields: FBW7 activator, GPR151 activ, MITF primary, TEAD-YAP inh
1	Cc1ccccc1C(=O)NCCn1cc(SCC(=O)NCc2ccc(F)cc2)c2ccccc21
→ -0.2, -0.3, -1, -3
2	CSc1nc2ccccc2n1CN1CCN(S(=O)(=O)c2ccccc2[N+](=O)[O-])CC1
→ 0.5, 1.2, 12, -12
3	CS(=O)(=O)N1CCN(C(=O)c2ccccc2Br)CC1
→ 1.7, -1.1, 4, -2
4	CCC(C(=O)NCc1cccs1)n1c2ccccc2c2nc(=O)cc(C)n21 (stereo not drawn)
→ 0.5, 0.1, -4, -3
5	COc1ccc(NC(=O)Nc2ccc(F)cc2F)c([N+](=O)[O-])c1
→ -0.1, 5.0*, -10, -14
6	Cc1ccc(CNC(=O)CSc2nc3ccsc3c(=O)n2C2CC2)cc1
→ 0.0, 0.6, 2, 7
7	CCN(CC)c1ccc(/C=C2/NC(=O)N(c3ccccc3)C2=O)cc1
→ 0.0, -0.3, 3, -11
8	O=C(Nc1ccc([N+](=O)[O-])cc1[N+](=O)[O-])c1ccccc1
→ -0.1, 0.4, 19, -2
9	O=C(Cn1nnc2ccccc21)C1CC1
→ 0.0, 2.4, 9, 1
10	CC(=O)Nc1cc2c(cc1[N+](=O)[O-])OCCO2
→ -0.1, -0.9, -12, -5
11	O=C(Nc1cc(Cl)ccc1N1CCOCC1)c1ccc(F)cc1
→ 0.0, 1.3, 10, 8
12	O=C(CN1CCC(O)(c2ccc3c(c2)OCO3)CC1)NC1CCCCC1
→ -0.1, -1.5, 0, -1
13	Cc1ccc(CNCc2ccc3c(c2)OCO3)o1
→ -0.1, 1.6, 11, -1
14	Cc1cc(C)cc(NC(=O)C(=O)NCc2ccc3c(c2)OCO3)c1
→ 0.9, -0.2, 9, 2
15	Cc1cc(NC(=O)c2cc(-c3ccc(F)cc3)no2)nn1CC(=O)N1CCC(C)CC1
→ -0.1, -0.5, -1, -2
16	CC[n+]1ccc(/C=C/c2cccc(OC)c2OC)cc1
→ 0.0, -0.3, 2, 34*
17	COCCCn1c(Cc2ccccc2)n[nH]c1=S
→ 0.7, -0.3, 14, 12
18	Cc1ccccc1-c1cnc(-c2cccnc2)nc1C1CCN(C(=O)c2cncs2)CC1
→ -0.1, 0.5, 13, 3
19	O=c1[nH]c2ccc(S(=O)(=O)NCCOc3ccccc3F)cc2s1
→ 0.0, -0.3, 3, 8
20	CCc1nnc(NC(=O)CSc2nc3c([nH]c4ccccc43)c(=O)n2CCOC)s1
→ 0.5, -0.8, 2, -3
21	CC(C(=O)Nc1cccc(Cl)c1)N1C(=O)c2ccccc2S1(=O)=O (stereo not drawn)
→ 0.2, -1.3, 13, -2
22	CCn1ccnc1P(=O)(c1ccccc1)N1CCOCC1 (stereo not drawn)
→ -0.1, -0.1, 2, -5
23	COCCNc1nc(C)nc2c1nnn2Cc1ccccc1
→ -0.1, -1.2, -2, -15
24	Cc1cc(C)nc(-c2cccc3c2OC(CNC(=O)CC(C)(C)C)C3)n1 (stereo not drawn)
→ -0.1, 0.3, 1, -4
25	COc1ccccc1CNCc1ccc(OCC(O)CN2CCCCC2)cc1 (stereo not drawn)
→ -0.1, -0.5, -16, -1
26	CC1(C)OCCN2C(=O)OC3(C)CCC1C23C (stereo not drawn)
→ -0.1, -0.8, 8, 9
27	O=C(CN1Cc2ccccc2C1=O)NCC1CCN(Cc2ccc(F)cc2)CC1
→ 0.1, 1.0, 2, -4
28	NNC(=O)C(O)c1ccc(Cl)cc1 (stereo not drawn)
→ -0.1, -0.1, -5, -1
29	CCC(=O)C1=C(N2CCOCC2)CC(C)(C)CC1=O
→ 0.1, 1.0, 15, 2
30	CCOC(=O)N1CCN(c2ncnc3nc[nH]c23)CC1
→ 0.2, 1.9, 10, -4
31	CC(C)N(C(=O)COC(=O)c1ccccc1O)c1ccccc1
→ 0.0, -0.6, -1, 7
32	O=C(Nc1ccc(S(=O)(=O)N2CCCC2)cc1)c1ccccc1[N+](=O)[O-]
→ 0.9, 0.9, -5, -11
33	CCOC(=O)CSc1nc2c(sc(=S)n2-c2ccccc2C)c(=O)n1-c1ccccc1OC
→ 0.3, 0.4, -7, 16
34	CCC(C)NC(=O)CCn1c(=O)sc2ccccc21 (stereo not drawn)
→ 0.0, -0.8, 7, 4
35	CN(C(=O)COC(=O)c1ccc([N+](=O)[O-])o1)C1CCS(=O)(=O)C1 (stereo not drawn)
→ 0.1, -0.3, -2, 10
36	CCOC(=O)c1c(NC(=O)C(C)Sc2nnc(CNC(=O)c3cccc(OC)c3)n2C2CCCCC2)sc2c1CCC2 (stereo not drawn)
→ 0.4, 0.2, 6, 9
37	CCCc1nc2c(nnn2Cc2ccccc2Cl)c(=O)[nH]1
→ 0.9, 1.4, 15, 19
38	O=C(Cc1nn[nH]n1)NCCC1=CCCCC1
→ -0.2, 0.4, -1, -6
39	O=C(CNC(=S)NC(=O)c1ccccc1Br)c1ccccc1
→ 0.1, 0.1, 5, 11
40	CC(C)(C)c1ccc(OCC(=O)Nc2ccc(S(=O)(=O)N3CCCC3)cc2)cc1
→ 0.0, -0.7, 7, -1
41	COc1cccc2cc(-c3nc4ccccc4[nH]3)c(=N)oc12
→ 0.1, -0.8, 8, -41
42	CCc1ccc(/C=C2/SC(=S)N(CCS(=O)(=O)O)C2=O)cc1
→ 0.1, 0.0, 12, 3
43	CCCCN1CCN(c2ccc(F)c(Cl)c2)C1=O
→ 0.6, -1.1, 7, -62
44	CCOc1cc(CN2CCCCC2C)ccc1O (stereo not drawn)
→ -0.2, 4.8, -4, 3
45	O=C(NCCc1ccc(Cl)cc1)NCc1noc2ccccc12
→ 0.0, 3.3, 11, 1

Full records from above:
CCOc1cc(CN2CCCCC2C)ccc1O (stereo not drawn) is listed as FBW7 activator = -0.2; GPR151 activ = 4.8; MITF primary = -4; TEAD-YAP inh = 3
CCCc1nc2c(nnn2Cc2ccccc2Cl)c(=O)[nH]1 is listed as FBW7 activator = 0.9; GPR151 activ = 1.4; MITF primary = 15; TEAD-YAP inh = 19

Next results:
Fields: FBW7 activator, GPR151 activ, MITF primary, TEAD-YAP inh
46	COc1ccc(S(=O)(=O)N(CC(=O)N2CCCC2)c2ccc(C)cc2)cc1
→ 0.0, 12*, -1, 5
47	COC(=O)C(C)NC(=O)C12CC3(C)CC(C)(CC(C)(C3)C1)C2 (stereo not drawn)
→ -0.2, -1.0, -9, -2
48	COc1ccc(C(=O)CC2(O)C(=O)Nc3ccc(Cl)cc32)cc1OC (stereo not drawn)
→ -0.2, -0.3, -15, 2
49	O=C(O)c1ccc2c(c1)C(=O)N(c1cccc(N3C(=O)c4ccc(C(=O)O)cc4C3=O)n1)C2=O
→ -0.1, -1.0, 1, 10
50	S=c1nc2ccccc2c2nc(COc3ccc(Cl)cc3)[nH]n12
→ -0.1, 0.8, -12, -7
51	Cc1ccc(NC(=O)CN2CCC(C(=O)c3ccc4c(c3)OCCO4)CC2)c(C)c1
→ -0.1, 0.7, 1, -5
52	CCN(CC)C(=O)N1CCN(Cc2cccc(OC)c2)C[C@@H]1C
→ -0.1, 0.1, -10, -12
53	Cc1nn(C)c(C)c1-c1nc(C(=O)NCCO)cs1
→ -0.1, 1.7, 1, -8
54	CC(C)NS(=O)(=O)c1ccc(OCC(=O)NCCCO)cc1
→ 0.1, 0.2, 6, -2
55	CC(=O)c1c(C)[nH]c(C(=O)OCC(=O)NCc2ccc(Cl)cc2Cl)c1C
→ 0.1, 1.2, -1, 6
56	Nc1cc(-c2cccc([N+](=O)[O-])c2)[nH]n1
→ -0.1, -0.5, 1, -8
57	Cc1[nH]c(=O)c(C#N)c(-c2ccccc2)c1C
→ -0.1, -0.7, -9, 2
58	COc1ccc(Cn2c(=O)[nH]c3c(C(N)=O)nc(-c4cccc(C)c4)nc32)cc1
→ 0.0, -0.2, 0, 7
59	Cc1nn2c(=O)/c(=C/c3cccs3)sc2nc1=O
→ -0.5, -0.6, 12, 13
60	CCCCCn1c(=O)c2ccccc2n2c(Cn3ncc(Cl)c(Cl)c3=O)nnc12
→ 0.0, 0.4, 1, 11

At a glance, some entries already given:
Fields: FBW7 activator, GPR151 activ, MITF primary, TEAD-YAP inh
46	COc1ccc(S(=O)(=O)N(CC(=O)N2CCCC2)c2ccc(C)cc2)cc1
→ 0.0, 12*, -1, 5
47	COC(=O)C(C)NC(=O)C12CC3(C)CC(C)(CC(C)(C3)C1)C2 (stereo not drawn)
→ -0.2, -1.0, -9, -2
48	COc1ccc(C(=O)CC2(O)C(=O)Nc3ccc(Cl)cc32)cc1OC (stereo not drawn)
→ -0.2, -0.3, -15, 2
49	O=C(O)c1ccc2c(c1)C(=O)N(c1cccc(N3C(=O)c4ccc(C(=O)O)cc4C3=O)n1)C2=O
→ -0.1, -1.0, 1, 10
50	S=c1nc2ccccc2c2nc(COc3ccc(Cl)cc3)[nH]n12
→ -0.1, 0.8, -12, -7
51	Cc1ccc(NC(=O)CN2CCC(C(=O)c3ccc4c(c3)OCCO4)CC2)c(C)c1
→ -0.1, 0.7, 1, -5
52	CCN(CC)C(=O)N1CCN(Cc2cccc(OC)c2)C[C@@H]1C
→ -0.1, 0.1, -10, -12
53	Cc1nn(C)c(C)c1-c1nc(C(=O)NCCO)cs1
→ -0.1, 1.7, 1, -8
54	CC(C)NS(=O)(=O)c1ccc(OCC(=O)NCCCO)cc1
→ 0.1, 0.2, 6, -2
55	CC(=O)c1c(C)[nH]c(C(=O)OCC(=O)NCc2ccc(Cl)cc2Cl)c1C
→ 0.1, 1.2, -1, 6
56	Nc1cc(-c2cccc([N+](=O)[O-])c2)[nH]n1
→ -0.1, -0.5, 1, -8

Following part:
Fields: FBW7 activator, GPR151 activ, MITF primary, TEAD-YAP inh
61	COc1ccc(C2=NN(C(=O)CSc3nnc(CNC(=O)c4ccc(S(=O)(=O)N(C)C)cc4)n3C)C(c3ccc(F)cc3)C2)cc1 (stereo not drawn)
→ -0.2, -1.3, -4, 4
62	COc1ccccc1C1(CNS(=O)(=O)c2c(C)noc2C)CCOCC1
→ -0.1, -0.3, -5, 2
63	O=C(CC(=O)c1ccccc1)Nc1cc([N+](=O)[O-])ccc1Cl
→ -0.1, -1.1, 22, 2
64	CCCS(=O)(=O)NCc1ccc2[nH]c(C)cc2c1
→ -0.1, -0.6, 9, -39
65	CC1(C)CC(=O)C2=C(C1)N(c1sc3c(c1C#N)CCCCC3)C(N)=C(C#N)C2c1ccc(Cl)cc1 (stereo not drawn)
→ 0.1, 2.7, 13, -9
66	CC(=O)c1cccc(NC(=O)COC(=O)c2ccc([N+](=O)[O-])o2)c1
→ 0.0, 1.0, -5, 6
67	c1ccc2c(c1)CN[C@H](c1nc3ccc(-c4ccncc4)cc3[nH]1)C2
→ -0.9, 0.9, 13, -15
68	O=c1[nH]cc(NC(=S)N2CCOCC2)c(=O)[nH]1
→ -0.1, -1.1, 1, 0
69	CCNC(=S)Nc1cccc(OC)c1
→ -0.3, 0.7, -7, 0
70	C=C(C)CN1C(=O)C(=O)c2cc(Br)ccc21
→ 0.1, -0.7, 4, 27
71	C=CCOc1ccc(CNC2CCCC2)cc1OC
→ 0.1, 5.7*, -24, -1
72	Cc1ccc2c(c1)sc(=NC(=O)c1ccc(S(=O)(=O)N3CCCCCC3)cc1)n2C
→ 0.0, 0.5, -4, -3
73	CC(=O)c1ccc(OCC(=O)c2ccc3c(c2)OCO3)cc1
→ 0.1, -1.2, -10, -24
74	O=C(NC1CCCC1)C(c1cccs1)N(C(=O)c1csnn1)c1ccccc1 (stereo not drawn)
→ 1.0, -0.7, 10, 9
75	Cn1cc(C(=O)N2CCCCCC2)c(=O)c2cc(S(=O)(=O)N3CCCC3)ccc21
→ 0.0, -1.0, -6, -6
76	Cc1ccc(SCc2cn3ccsc3n2)cc1
→ 0.1, -1.3, 12, -29
77	CN(Cc1ccccc1)c1ccnc2c(-c3ccc4c(c3)OCO4)cnn12
→ -0.1, -0.4, -20, -39
78	COc1ccc(Cl)cc1NC(=O)c1ccc(F)cc1
→ 2.3*, -0.4, 16, 5
79	COc1cccc(CNC(=O)Nc2ccc(-c3cn[nH]c3)cc2OC2CCC(O)C2)c1 (stereo not drawn)
→ 0.1, 3.3, 8, 2
80	CC(C)CNC(=O)C(=O)NC1CC1
→ -0.1, -1.1, 5, 8
81	Cc1ccc(N(C)C(=O)Cn2nc(Cc3cccnc3)c3ccccc3c2=O)cc1C
→ 0.4, -0.2, 2, -3
82	O/N=C/c1c2ccccc2cc2ccccc12
→ 0.2, 2.3, -10, 5
83	COc1ccc(C2(O)CCN(CC(=O)NCCc3nc4ccccc4[nH]3)CC2)cc1
→ 0.0, -0.7, 6, 7
84	Clc1ccc(NC(c2ccccc2Cl)c2nnnn2-c2ccccc2)cc1 (stereo not drawn)
→ 0.3, -0.2, 7, 8
85	Cc1nc2c(ccc3nc(NC(=O)c4ccc(OC(C)C)cc4)sc32)s1
→ -0.1, 2.4, -13, -24
86	CC(=O)Nc1nnc(SCc2cccc3ccccc23)s1
→ 0.4, 1.2, 10, 9
87	COc1c([N+](=O)[O-])cc2c(C)c(Br)c(=O)oc2c1OC
→ 0.0, -0.4, 6, 4
88	CCCNC(=O)C1CC(c2ccc(Cl)cc2)=NO1 (stereo not drawn)
→ 0.3, -0.5, 10, -8
